FN deposition inh = fibronectin deposition inhibition; AH1F fibroblasts, Alexa488-fibronectin deposition fluorescence, overnight; inhibition, % at 12.6 µM; hit rate 0.086% among 350,000; AID 743247;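 active = mean inhibition across replicates of 30% or more, regardless of how many single replicates reach that level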;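 also: positive control wells lacked labelled fibronectin entirely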
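material = AH1F fibroblast monolayer depositing Alexa488-labelled fibronectin into matrix | amount = 10000 AH1F cells/well | buffer or medium = DMEM plus 2% serum, read in PBS | incubation = 1 h cell adhesion before compound, then overnight fibronectin incubation | detection = fluorescence at 485 nm excitation, 525 nm emission | evaluation = percent inhibition as loss of matrix-bound fibronectin fluorescence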
LGR2 inh = Drosophila LGR2 receptor signaling inhibition; HEK293 LGR2, CRE-luciferase, bursicon-stimulated, 4 h; inhibition, % at 9.99 µM; hit rate 0.35% among 380,000;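 active = drop in luminescence signal, shown as inhibition above about 50% in the replicate tests, limit read from the data, passing the limit was not always enough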;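 also: agonist challenge used bursicon conditioned medium at about half maximal strength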
SIRT5 inh = sirtuin-5 (human) deacylase inhibition; AID 652115; hit rate 1.1% among 330,000; inhibition, % at 15 µM; Purified SirT5, succinyl-peptide AMC, trypsin-coupled fluorescence; in the data active = inhibition above about 15%
Target sequence (Q9NXA8 whole entry, looked up): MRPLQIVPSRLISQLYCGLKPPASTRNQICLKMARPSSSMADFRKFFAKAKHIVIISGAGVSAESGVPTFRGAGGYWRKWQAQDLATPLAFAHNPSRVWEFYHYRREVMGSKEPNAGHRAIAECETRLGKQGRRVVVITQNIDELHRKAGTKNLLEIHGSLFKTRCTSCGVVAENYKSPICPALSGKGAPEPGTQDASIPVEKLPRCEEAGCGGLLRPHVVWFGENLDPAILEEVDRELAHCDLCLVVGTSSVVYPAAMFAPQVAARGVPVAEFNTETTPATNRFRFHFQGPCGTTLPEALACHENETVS
Statin myotox sup = suppressors of simvastatin-induced myotoxicity in C2C12 myotubes; ATP luminescence, 48 h; scaled: DMSO 0, geranylgeraniol control 100; rescue of ATP level, % at 7.49 µM; hit rate 0.78% among 330,000;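 active = mean ATP rescue above about 67%, or every replicate alone reaching that limit, limit read from the data, passing the limit was not always enough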;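 also: myotubes were challenged with 10 µM simvastatin during compound exposure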
S100A4 inh HTS = blocks human S100A4 binding to myosin IIA peptide; P26447; S100A4/TAMRA-MyoIIA peptide fluorescence polarization; inhibition, % at 10.7 µM; hit rate 0.14% among 360,000; AID 652163;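 active = mean inhibition of at least 70% across replicates, with every replicate also reaching that level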
Target sequence (P26447 whole entry, looked up): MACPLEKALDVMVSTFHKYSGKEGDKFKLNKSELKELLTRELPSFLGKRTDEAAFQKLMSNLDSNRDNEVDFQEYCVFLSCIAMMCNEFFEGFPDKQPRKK
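assay system = human S100A4 monomer with TAMRA-labelled myosin IIA peptide | also added = labelled myosin peptide probe, 5 nM | incubation = 5 min between mix addition and reading | control set = DMSO and TFP controls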
esBAF inh = SWI/SNF esBAF complex inhibition; reporter increase, % at 12.5 µM; hit rate 2% among 350,000; AID 602393; mouse ES cells, Bmi1-luciferase knock-in reporter, 24 h; 100% = twice the neutral-well signal; in the data active = activation above about 40%;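 also: 0% = median of the plate's neutral control wells and 100% = double that signal; a rise in the Bmi1 reporter signal indicates esBAF inhibition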
CASP6 VEID inh = blocks human caspase-6 cleavage activity. hit rate 0.53% among 350,000. P55212. purified caspase-6, Z-VEID-R110 cleavage fluorescence. inhibition, % at 12.5 µM. AID 686996;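 active = mean inhibition across replicates at least about 35%, with every replicate also reaching that limit, limit read from the data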;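 also: 0% = median of neutral control wells and 100% = no fluorescence left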
Target sequence (P55212 24-179 limits assumed): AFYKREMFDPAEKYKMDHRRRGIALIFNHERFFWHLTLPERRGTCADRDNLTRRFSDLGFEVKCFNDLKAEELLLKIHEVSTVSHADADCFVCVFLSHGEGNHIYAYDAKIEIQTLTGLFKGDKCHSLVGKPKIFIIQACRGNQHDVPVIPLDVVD
Target sequence (P55212 194-293 limits assumed): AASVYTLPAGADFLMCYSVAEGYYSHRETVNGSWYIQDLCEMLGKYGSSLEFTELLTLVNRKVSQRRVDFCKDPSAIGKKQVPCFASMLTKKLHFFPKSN
Numbers without * were called inactive; nt = no result given.

SMILES | FN deposition inh | LGR2 inh | SIRT5 inh | Statin myotox sup | S100A4 inh HTS | esBAF inh | CASP6 VEID inh
CCn1c(SCC(=O)Nc2cccc(C)c2)nc2nc3c(cc2c1=O)COC(C)(C)C3 | 0 | -26 | 1 | 12 | 19 | 1 | 5
CC(=O)N1CCc2cc(Br)cc(S(=O)(=O)NCc3ccccn3)c21 | -1 | nt | nt | 0 | nt | 6 | nt
c1ccc(COCCc2cn(Cc3ccccc3)c3ccccc23)cc1 | -6 | -31 | nt | nt | 3 | nt | 1
CCCCN(CCCC)S(=O)(=O)c1ccc(NC(=O)c2cccs2)cc1 | -17 | 21 | nt | -32 | nt | 0 | nt
CCN(C(=O)COC(=O)c1cc(-c2ccccc2)nn1-c1ccccc1)C1CCS(=O)(=O)C1 (stereo not given) | -8 | 0 | -2 | -4 | 4 | -7 | -11
O=C(Cn1c(=O)[nH]c2ccccc2c1=O)N1CCN(Cc2ccc3c(c2)OCO3)CC1 | -15 | 0 | 3 | 53 | -3 | -5 | 5
Nc1ccccc1C(=O)NCC1(c2ccccc2)CCCC1 | 10 | -3 | -3 | -46 | -1 | 3 | -4
CSC[C@H]1CN(Cc2ccccc2)C(=O)[C@@H]1CC(=O)Nc1ccccc1 | 0 | -4 | -1 | -4 | -1 | -5 | 0
O=C(CC1C(=O)NCCN1Cc1cccc(C(F)(F)F)c1)NCCc1cnccn1 (stereo not given) | -10 | 0 | 1 | 10 | 1 | 5 | 1
C=CCOC(=O)C1=C[C@H](C2CCCCC2)[C@@H](CCCO)[C@H](OCC)O1 | -18 | 2 | -4 | -2 | 0 | -3 | 3
C[C@H](CO)N1C[C@H](C)[C@H](CN(C)Cc2cccnc2)Oc2ncc(-c3cccc(C#N)c3)cc2C1=O | 2 | -25 | -2 | 5 | 3 | -1 | -2
COc1ccc(-c2cc(C(=O)Nc3cc(Cl)ccc3OC)no2)cc1 | nt | 8 | -5 | -1 | -2 | -1 | -4
C[C@H]1CN([C@@H](C)CO)C(=O)c2cc(NC(=O)c3ccncc3)ccc2O[C@@H]1CN(C)Cc1ccc2c(c1)OCO2 | nt | -6 | nt | -1 | -3 | 9 | 2
Cc1cccc(NC(=O)c2cccc(NC(=O)c3ccco3)c2)c1C | 2 | -11 | -5 | -10 | -8 | 13 | 0
Cc1cc(NC(=O)Nc2ccccc2[N+](=O)[O-])n(C)n1 | -7 | -5 | -3 | -4 | 0 | -5 | -2
CN(C)S(=O)(=O)c1ccc(NC=C(C#N)C#N)cc1 | -1 | -5 | 0 | -1 | 5 | -1 | 1
O=C(COc1ccc(S(=O)(=O)N2CCCCC2)cc1)N1CCCC1 | 8 | -6 | -4 | 0 | -1 | -3 | -2
COC(=O)c1c2oc(c1C(=O)OC)C(=O)N[C@@H](Cc1ccccc1)Cn1cc(nn1)CNC(=O)[C@H](Cc1ccccc1)NC(=O)N[C@@H](CO)CC2 | nt | nt | -2 | nt | 3 | nt | 3
CS(=O)(=O)N(CC(=O)Nc1ccccc1C(=O)N1CCCC1)c1cccc([N+](=O)[O-])c1 | 6 | 14 | -3 | nt | 0 | nt | -3
COCC(=O)Nc1ccc2c(c1)[C@@H]1C[C@@H](CC(=O)NCc3ccccc3)O[C@H](CO)[C@@H]1O2 | -4 | 1 | -3 | 0 | -15 | 0 | -2

Reprinted from the part before: 2 entries, followed by the next part.
SMILES | FN deposition inh | LGR2 inh | SIRT5 inh | Statin myotox sup | S100A4 inh HTS | esBAF inh | CASP6 VEID inh
CS(=O)(=O)N(CC(=O)Nc1ccccc1C(=O)N1CCCC1)c1cccc([N+](=O)[O-])c1 | 6 | 14 | -3 | nt | 0 | nt | -3
COCC(=O)Nc1ccc2c(c1)[C@@H]1C[C@@H](CC(=O)NCc3ccccc3)O[C@H](CO)[C@@H]1O2 | -4 | 1 | -3 | 0 | -15 | 0 | -2
CCOC(=O)C1CCN(S(=O)(=O)c2ccc3c(ccn3C)c2)CC1 | -11 | -5 | 2 | -4 | 1 | -2 | -3
COc1ccc(C2C(C(=O)N3CCCCC3)c3ccccc3C(=O)N2C)cc1 (stereo not given) | -4 | nt | nt | -1 | nt | -5 | nt
O=C(CCSc1nnc(-c2ccncc2)o1)Nc1ccc(Cl)cc1 | -5 | nt | nt | 5 | nt | -5 | nt
CCOC(=O)CN1Cc2cccc(C(=O)O)c2C1=O | 7 | -33 | -1 | 9 | -2 | 8 | 1
C/C=C/c1ccc([C@H]2[C@H](CO)N[C@@H]2CN(CC)C(=O)c2cccnc2)cc1 | 7 | -16 | -1 | 5 | -3 | -13 | -3
Cc1nc2ccc(F)cc2cc1C(=O)NC(C)C | nt | nt | 1 | nt | -13 | 0 | 21
N#Cc1ccccc1S(=O)(=O)N1CCN(C(=O)C2COc3ccccc3O2)CC1 (stereo not given) | -7 | 11 | -1 | 1 | -4 | -14 | -2
CCOC(=O)C1=C(COC(=O)c2cc(OC)c(OC)c(OC)c2)NC(=O)NC1C (stereo not given) | -2 | -4 | 5 | nt | -9 | nt | 2
COc1cc(C(C)=O)ccc1Oc1ncnc2c1cnn2-c1ccc(F)cc1 | nt | -27 | nt | -5 | nt | 32 | nt
Nc1ncnc2c1ncn2[C@@H]1O[C@H](CNC(=O)[C@H]2CCC(=O)N2)[C@@H](O)[C@H]1O | -13 | -7 | -2 | -2 | -4 | 1 | 0
CCOC(=O)C(C)C1(O)c2ccccc2-c2ncccc21 (stereo not given) | -2 | -14 | -3 | 106* | -2 | -10 | 1
Cn1c(=O)oc2cc(S(=O)(=O)N3CCC(C(=O)N4CCN(c5ccccc5)CC4)CC3)ccc21 | 2 | 5 | nt | -4 | -1 | -11 | 5
COc1ccc(C2CC(=O)C3=C(C2)Nc2ncnn2C3c2ccccc2C)c(OC)c1 (stereo not given) | -9 | nt | nt | 10 | nt | 2 | nt
C[C@@H]1CN([C@H](C)CO)C(=O)c2cc(NS(C)(=O)=O)ccc2O[C@H]1CN(C)C(=O)Nc1ccccc1 | nt | -9 | 2 | 1 | 0 | -1 | -2
CCN1CCC(NC(=O)Nc2ccc(F)cc2)CC1 | 4 | -9 | -3 | nt | -1 | nt | -5
COc1ccccc1C1=NN(C2=NN=C(N)Cc3ncnn32)C(O)(C(F)(F)F)C1 (stereo not given) | 4 | 14 | -13 | nt | 0 | nt | -3
CCc1cc(CNC(=O)c2ccc(OC)c(OC3CCN(C(C)C)CC3)c2)on1 | nt | -1 | -2 | nt | -1 | nt | 2
CCCCc1nnc(NC(=O)CCS(=O)(=O)c2ccc(C)cc2)s1 | 3 | -2 | 3 | 20 | 0 | -12 | 2
COc1ccc2nc(SCC(=O)NCc3ccc(OC)c(OC)c3)[nH]c2c1 | -1 | 15 | 0 | -3 | -8 | -3 | 2
CC(C)(C)OC(=O)NCCc1nnc(SCc2ccccc2)o1 | -3 | -4 | 1 | nt | -4 | nt | -2

Part of the list above in order of heavy-atom count, high to low.
SMILES | FN deposition inh | LGR2 inh | SIRT5 inh | Statin myotox sup | S100A4 inh HTS | esBAF inh | CASP6 VEID inh
Cn1c(=O)oc2cc(S(=O)(=O)N3CCC(C(=O)N4CCN(c5ccccc5)CC4)CC3)ccc21 | 2 | 5 | nt | -4 | -1 | -11 | 5
CCOC(=O)C1=C(COC(=O)c2cc(OC)c(OC)c(OC)c2)NC(=O)NC1C (stereo not given) | -2 | -4 | 5 | nt | -9 | nt | 2
C/C=C/c1ccc([C@H]2[C@H](CO)N[C@@H]2CN(CC)C(=O)c2cccnc2)cc1 | 7 | -16 | -1 | 5 | -3 | -13 | -3
CC(C)(C)OC(=O)NCCc1nnc(SCc2ccccc2)o1 | -3 | -4 | 1 | nt | -4 | nt | -2
CCOC(=O)C(C)C1(O)c2ccccc2-c2ncccc21 (stereo not given) | -2 | -14 | -3 | 106* | -2 | -10 | 1

Going on with the list.
SMILES | FN deposition inh | LGR2 inh | SIRT5 inh | Statin myotox sup | S100A4 inh HTS | esBAF inh | CASP6 VEID inh
COc1cccc(NC(=O)COC(=O)CCS(=O)(=O)c2ccc(C)cc2)c1 | -5 | -4 | 3 | nt | -2 | nt | 1
CO[C@H]1CN(C)C(=O)c2ccc(NC(=O)c3ccccc3F)cc2OC[C@@H](C)N(C)C[C@H]1C | 10 | -5 | nt | -20 | nt | -3 | nt
COc1ccccc1NC(=O)Nc1nc(C(N)Cc2ccc(Cl)cc2)cs1 (stereo not given) | -12 | 17 | -2 | -33 | -4 | -9 | 4
O=C(NC(Cc1c[nH]c2ccccc12)C(=O)O)c1ccc2c(c1)OCO2 (stereo not given) | -14 | 0 | -2 | 6 | 1 | 11 | 5
COC(=O)c1ccc(CSc2n[nH]c(C)n2)o1 | 3 | -16 | nt | nt | -7 | nt | -1
C[C@H]1CN([C@@H](C)CO)C(=O)c2cc(-c3ccc(C(=O)N(C)C)cc3)cnc2O[C@H]1CN(C)C(=O)c1cccnc1 | nt | -6 | -1 | -8 | 13 | -1 | -2
O=C1CC(Sc2ncccn2)C(=O)N1c1ccccc1 (stereo not given) | 10 | nt | -2 | nt | -4 | -3 | -2
C[C@@H]1CN([C@H](C)CO)C(=O)c2cccc(NC(=O)C3CCCCC3)c2O[C@@H]1CN(C)Cc1ccccc1 | nt | -1 | 1 | -33 | 4 | 0 | 0
COCCNC(=O)C[C@@H]1CC[C@H]2[C@@H](COC[C@H](O)CN2S(=O)(=O)c2ccccc2C)O1 | -5 | -4 | -3 | -4 | 1 | 0 | -50
CC1CCCCC12NC(=O)N(CC(=O)NCC(=O)Nc1ccc(F)c(F)c1F)C2=O (stereo not given) | 9 | -2 | -2 | 9 | 1 | -3 | -1
Cc1cc(C)nc(NC(=O)CSc2ccccn2)n1 | 2 | nt | nt | -4 | nt | -2 | nt
O=C(Cc1ccccn1)NCC[C@@H]1CC[C@H](NS(=O)(=O)c2ccccc2)[C@H](CO)O1 | nt | -12 | 7 | -1 | -4 | -3 | -1
O=C(Nc1cccc2ccccc12)N1CCOCC1 | -2 | nt | nt | 3 | nt | -5 | nt
C/C(=N/NC(=O)c1ccc(Cn2cccn2)o1)c1cccc(NC(=O)c2ccncc2)c1 | nt | 8 | -1 | -14 | 1 | -6 | -4
C[C@H]1CN([C@@H](C)CO)C(=O)Cc2cc(NS(=O)(=O)c3ccc(F)cc3)ccc2O[C@H]1CN(C)CC1CC1 | -8 | -1 | -1 | 9 | -10 | 2 | -3
COc1ccc(-c2cccc(C(=O)Nc3ccc(C)cc3)c2)cc1 | -4 | nt | nt | -19 | nt | 0 | nt
COc1ccccc1CNC(=O)C[C@H]1C[C@H]2c3cc(NS(C)(=O)=O)ccc3O[C@H]2[C@H](CO)O1 | -15 | -12 | -12 | 1 | 0 | 4 | 5
Cc1cc(S(=O)(=O)N2CCCc3ccccc32)ccc1-n1cnnn1 | -16 | -15 | -11 | -7 | 9 | -7 | -1
CN1C(=O)NC(c2ccc(O)cc2)C2=C1CN(c1ccccc1)C2=O (stereo not given) | -9 | -1 | -3 | 0 | -19 | -2 | -3
Cc1cccc(OCCCC(=O)Nc2ccc(S(N)(=O)=O)cc2)c1C | -8 | 4 | nt | 0 | nt | 11 | nt
Cc1ccc(S(=O)(=O)Nc2ccc(NC(=O)c3cccs3)cc2)cc1 | -3 | 15 | -4 | nt | -3 | nt | 4
COc1ccc(CNC(=O)NC2CCCCC2)cc1 | nt | 3 | -2 | nt | -2 | nt | 1
O=C(c1ccco1)N(CCC(c1ccccc1)c1ccco1)Cc1ccco1 (stereo not given) | -9 | nt | nt | -11 | -13 | 5 | nt
Cc1cc(NC(=O)COC(=O)C2CC(=O)N(c3ccc(C)c(Cl)c3)C2)no1 (stereo not given) | 4 | 6 | nt | nt | 8 | nt | 4
CCC(=O)N[C@@H]1C=C[C@H](CC(=O)NCc2ccccc2OC)O[C@H]1CO | nt | 13 | 3 | 2 | 7 | 0 | 0
COc1ccc(CN(CCN)C2CC(C)N(C)CC2C)cc1 (stereo not given) | 5 | -3 | -1 | -2 | -2 | -4 | -33
C[C@H]1CN([C@@H](C)CO)S(=O)(=O)c2ccc(-c3ccccc3)cc2O[C@@H]1CN(C)C(=O)C1CCCCC1 | nt | 19 | 12 | 9 | 28 | -5 | -2
C[C@@H]1CN([C@H](C)CO)C(=O)c2cc(NC(=O)C3CC3)ccc2O[C@@H]1CN(C)Cc1ccccc1 | nt | -6 | -1 | 4 | 1 | 4 | -3
O=C(O)c1c(F)c(F)cc2ccccc12 | nt | -2 | -7 | nt | 0 | nt | -1

Not all compounds are listed (hit frequency here may not be typical).
